# Compound activity: PubChem, National Center for Advancing Translational Sciences (NCATS)
# S2 tox: viability counter-screen for ATXN expression inhibitors; S2 cells (HEK-293 line with an ATXN2-luciferase reporter) viability, CellTiter-Fluor protease fluorescence, 24 h; Potency, µM (titrated, usually from 56.7 µM), usual class: cytotoxic; 400,000 compounds, 0.49% hits; further: nearly all actives have a fitted effect of over 40% in size
# EPAC2 antag: EPAC2 (human) antagonism; Q8WZA2; Potency, µM (doses to about 114 µM), for inactives: at the top dose activity, negative = inhibition, most hits filed as inhibitors; 360,000 compounds, 0.18% hits; AID 720708; EPAC2 GEF exchange of Rap1B-BODIPY-GDP, fluorescence; further: on the % scale 0 is the no-effect control and ±100 the full control effect; nearly all actives have a fitted effect of over 45% in size; many of its hits are not listed in these tables
# Target sequence (Q8WZA2 whole entry, looked up): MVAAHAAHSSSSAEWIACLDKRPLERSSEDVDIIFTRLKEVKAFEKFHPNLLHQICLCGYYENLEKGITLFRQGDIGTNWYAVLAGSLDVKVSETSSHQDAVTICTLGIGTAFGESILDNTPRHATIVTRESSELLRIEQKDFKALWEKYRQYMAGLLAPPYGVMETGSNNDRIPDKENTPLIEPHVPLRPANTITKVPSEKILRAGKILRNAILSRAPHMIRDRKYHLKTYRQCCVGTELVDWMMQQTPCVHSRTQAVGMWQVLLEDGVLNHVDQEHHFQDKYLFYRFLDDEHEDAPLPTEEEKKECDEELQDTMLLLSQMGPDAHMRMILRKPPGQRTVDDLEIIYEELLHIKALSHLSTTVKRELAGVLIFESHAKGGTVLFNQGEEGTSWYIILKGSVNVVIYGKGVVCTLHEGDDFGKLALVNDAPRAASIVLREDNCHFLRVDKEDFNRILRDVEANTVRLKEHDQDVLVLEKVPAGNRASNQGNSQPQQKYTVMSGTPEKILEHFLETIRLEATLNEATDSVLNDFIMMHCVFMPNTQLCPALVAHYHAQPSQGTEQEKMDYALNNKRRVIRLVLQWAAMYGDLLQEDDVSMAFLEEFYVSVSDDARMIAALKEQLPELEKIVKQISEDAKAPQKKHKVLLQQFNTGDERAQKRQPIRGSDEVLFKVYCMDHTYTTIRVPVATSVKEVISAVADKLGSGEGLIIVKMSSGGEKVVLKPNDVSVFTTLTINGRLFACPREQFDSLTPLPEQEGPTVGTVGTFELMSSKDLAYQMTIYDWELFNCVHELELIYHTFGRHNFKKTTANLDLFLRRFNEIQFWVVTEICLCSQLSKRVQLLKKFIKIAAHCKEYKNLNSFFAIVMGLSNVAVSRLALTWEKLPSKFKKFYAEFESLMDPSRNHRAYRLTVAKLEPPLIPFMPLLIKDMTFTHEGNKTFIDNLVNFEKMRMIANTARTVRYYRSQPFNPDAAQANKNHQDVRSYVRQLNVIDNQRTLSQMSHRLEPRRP
# A549 tox: kills or reduces viability of A549 cells in Nrf2 counter-screen; A549 ARE-Fluc cells, CellTiter-Fluor viability, 18-24 h; Potency, µM (highest dose often 46 µM), for the others: at the top dose activity change, negative = cytotoxicity, hits mostly inhibitors; 390,000 compounds, 0.16% hits; further: on the % scale 0 is the no-effect control and ±100 the full control effect
#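 Cytotoxicity counterscreen: CellTiter-Fluor fluorescence was measured in A549 ARE_Fluc cells after 18-24 h of compound exposure in a concentration series. The subsequent BugLite luminescent read reports ARE-luciferase activity.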
# TGFb SMAD3 inh: blocks TGF-b signaling. HepG2 CAGA-GFP TGF-b/SMAD3 reporter, GFP fluorescence, 18 h; TGF-beta stimulated, 500 pg/mL final. Potency, µM (series often up to 46.1 µM), without a hit: top-dose activity, negative = inhibition, actives largely listed as inhibitors. 410,000 compounds, 1.2% hits; further: on the % scale 0 is the no-effect control and ±100 the full control effect; nearly all actives have a fitted effect of over 65% in size
#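 TGF-beta reporter screen: HEPG2 CAGA-GFP, 1% FBS, 500 pg/mL TGF-beta final, 18 h; per-cell GFP summed per well; curves fitted and categorized by class.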
# HepG2 tox: counter-screen for TGF-b inhibitors: cytotoxicity in HepG2 cells. HepG2 CAGA-GFP viability, ATP luminescence, 18 h. Potency, µM (top dose mostly 46.1 µM), inactives show at the highest dose activity change, negative = cytotoxicity, most hits filed as cytotoxic. 410,000 compounds, 0.76% hits; further: some results filed as inactive show a strong effect at the top dose
#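 HepG2 CAGA-GFP cells (1000/well, DMEM with 1% FBS) received compound, then TGF-beta at 500 pg/mL final, and were incubated 18 hours at 37 degrees C. Viability was read by CellTiter-Glo luminescence. Media-only wells were set as complete cell-killing and DMSO as no toxicity.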
# Nrf2 block: blocks Nrf2 signaling. 360,000 compounds, 2.1% hits. Potency, µM (doses to about 46 µM), for inactives: top-dose activity change, negative = inhibition, usual class: inhibitors. AID 504444. A549 ARE-Fluc reporter, luciferase luminescence, 18-24 h; further: on the % scale 0 is the no-effect control and ±100 the full control effect; nearly all actives have a fitted effect of over 60% in size
#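 Quantitative HTS in A549 cells stably bearing an antioxidant response element-firefly luciferase construct. Inhibition of Nrf2-driven transcription was scored by luminescence after 18-24 h of compound exposure at 37 °C.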
# Nrf2 ARE act: activates Nrf2 signaling; AREc32 ARE-luciferase reporter (MCF7-derived line), luminescence, 24 h; Potency, µM (highest dose often 46.1 µM), for inactives: top-dose activation, hits mostly activators; 410,000 compounds, 0.31% hits; AID 624171; further: % of control where 0% means no effect; nearly all actives have a fitted effect of over 65% in size
#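 Reporter line AREc32 (ARE-Fluc), seeded overnight in OPTI-MEM with 5% FBS; compound pin-transferred, 24 hr at 37 deg C, 5% CO2; luminescent read-out.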
# MCF10A rereplic: induces DNA re-replication in MCF 10a normal breast cells | MCF 10A DNA re-replication, Hoechst nuclear intensity, 48 h | 350,000 compounds, 2.9% hits | Potency, µM (titrated, usually from 46.1 µM), for the others: at the highest dose activity, positive = re-replication, hits mostly activators | AID 624296; further: % of control where 0% means no effect; nearly all actives have a fitted effect of over 50% in size
# ATXN2 expr inh: inhibitors of ATXN2 expression; HEK-293 ATXN2-luciferase reporter, luminescence, 24 h; Potency, µM (top dose mostly 57 µM), for inactives: top-dose activity change, negative = inhibition, usual class: inhibitors; 360,000 compounds, 0.72% hits; further: on the % scale 0 is the no-effect control and ±100 the full control effect; nearly all actives have a fitted effect of over 55% in size
#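 ATXN2-luciferase reporter cells (luciferase flanked by upstream and downstream ATXN2 gene portions) were treated 24 h at 37 °C with compounds at up to 57 uM. SteadyGlo luminescence gave expression; GF-AFC fluorescence gave viability.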
# * = called active by the depositor; i = inactive; ? = inconclusive; nt = no result given; & = joins results of further samples; [ ] = another dose, or the depositor's remark. The call rests on the fitted dose curve; in most records, active means well fitted curve in the direction sought with a large enough effect; inconclusive means small, poorly fitted or top-dose-only effect, or another doubt; inactive means no such curve, though single readings can be large; an effect the other way counts as inactive or inconclusive. Potency means the concentration at half of the fitted maximal effect. Not all compounds are listed. The share of hits here may be higher or lower than overall.
SMILES,S2 tox,EPAC2 antag,A549 tox,TGFb SMAD3 inh,HepG2 tox,Nrf2 block,Nrf2 ARE act,MCF10A rereplic,ATXN2 expr inh
Cc1ccccc1OCc1nnc(SCC(=O)Nc2ccc3nc(SCC(=O)NC(C)(C)C)sc3c2)n1C,i,2%,-14%,7%,0%,?,3.2%,?,-17%
CCOc1ccc(NC(=O)CN(C)c2ccc(S(=O)(=O)N3CCOCC3)cn2)cc1OCC,i,4%,-12%,10%,8%,-4%,-0.8%,0%,-11%
CCN1CCCC1CNc1ncnc2c1[nH]c1ccc(F)cc12 (configuration not stated),i,-5%,18%,-1%,-18%,0%,6.1%,?,-30%
Cc1ccc(S(=O)(=O)Nc2cccc(-n3cnnn3)c2)cc1C,i,-8%,1%,-5%,0%,-41%,5.8%,0%,4%
Cc1cc(=S)cc(C)n1CCO,i,-5%,-2%,3%,-20%,16%,-0.1%,-2%,6%
COc1cc(CNc2ccc3[nH]c(=O)[nH]c3c2)cc(Br)c1OCc1ccc(F)cc1,?,9%,-1%&0%,?,-45%&-28%,-20%&-23%,-0.4%&2.8%,?,?
CCNc1c(NS(=O)(=O)c2ccc(Br)s2)c(=O)oc2ccccc12,i,5%,0%,8%,1%,-18%,-0.3%,1%,3%
CCCC[C@@H]1CNC(=O)C(=O)N1CCCc1cc(OC)c(OC)c(OC)c1,i,1%,-3%,?,-1%,16%,4.5%,-12%,-1%
O=C(COC(=O)Cn1cnc2ccccc21)NCCC1=CCCCC1,i,11%,1%,-2%,-15%,6%,0.0%,0%,0%
CC(C)CNC(=O)COc1ccc2c3c(c(=O)oc2c1)CCC3,i,0%,-1%,2%,0%,?,0.3%,0%,15%
Cc1ccc(S(=O)(=O)N2CCCC2CNC(=O)C(=O)NCCN2CCOCC2)cc1 (configuration not stated),?,11%,-3%,-4%,-3%,-5%,2.8%,4%,3%
COc1ccc(-c2cc(CS(=O)(=O)c3ccccc3)on2)cc1,i,8%,1%,-16%,-22%,?,0.3%,2%,56%[activator]

# Nothing new here: entries from further up.
SMILES,S2 tox,EPAC2 antag,A549 tox,TGFb SMAD3 inh,HepG2 tox,Nrf2 block,Nrf2 ARE act,MCF10A rereplic,ATXN2 expr inh
CCOc1ccc(NC(=O)CN(C)c2ccc(S(=O)(=O)N3CCOCC3)cn2)cc1OCC,i,4%,-12%,10%,8%,-4%,-0.8%,0%,-11%
CCN1CCCC1CNc1ncnc2c1[nH]c1ccc(F)cc12 (configuration not stated),i,-5%,18%,-1%,-18%,0%,6.1%,?,-30%
Cc1ccc(S(=O)(=O)Nc2cccc(-n3cnnn3)c2)cc1C,i,-8%,1%,-5%,0%,-41%,5.8%,0%,4%
Cc1cc(=S)cc(C)n1CCO,i,-5%,-2%,3%,-20%,16%,-0.1%,-2%,6%
COc1cc(CNc2ccc3[nH]c(=O)[nH]c3c2)cc(Br)c1OCc1ccc(F)cc1,?,9%,-1%&0%,?,-45%&-28%,-20%&-23%,-0.4%&2.8%,?,?
CCNc1c(NS(=O)(=O)c2ccc(Br)s2)c(=O)oc2ccccc12,i,5%,0%,8%,1%,-18%,-0.3%,1%,3%
CCCC[C@@H]1CNC(=O)C(=O)N1CCCc1cc(OC)c(OC)c(OC)c1,i,1%,-3%,?,-1%,16%,4.5%,-12%,-1%
O=C(COC(=O)Cn1cnc2ccccc21)NCCC1=CCCCC1,i,11%,1%,-2%,-15%,6%,0.0%,0%,0%
CC(C)CNC(=O)COc1ccc2c3c(c(=O)oc2c1)CCC3,i,0%,-1%,2%,0%,?,0.3%,0%,15%
Cc1ccc(S(=O)(=O)N2CCCC2CNC(=O)C(=O)NCCN2CCOCC2)cc1 (configuration not stated),?,11%,-3%,-4%,-3%,-5%,2.8%,4%,3%
COc1ccc(-c2cc(CS(=O)(=O)c3ccccc3)on2)cc1,i,8%,1%,-16%,-22%,?,0.3%,2%,56%[activator]

# (cont.)
SMILES,S2 tox,EPAC2 antag,A549 tox,TGFb SMAD3 inh,HepG2 tox,Nrf2 block,Nrf2 ARE act,MCF10A rereplic,ATXN2 expr inh
O=C(O)c1ccc(/C=N/N2CCN(Cc3cccc4ccccc34)CC2)cc1,i,?,-1%,-25%,-2%,-17%,-0.4%,30%,9%
CCCn1c(N)c(C(=O)COC(=O)COc2ccc(Cl)c(C)c2)c(=O)n(C)c1=O,i,-26%,7%,-5%,0%,4%,0.0%,1%,7%
Cc1ccc(N(CC(O)COCc2ccco2)S(=O)(=O)c2ccc(C)cc2)cc1 (configuration not stated),i,-7%,16%,2%,-17%,4%,6.8%,?,5%
CN(C)C(CNC(=O)c1ccc(-c2ccccc2)cc1)c1ccccc1 (configuration not stated),i,2%,1%,2%,-31%,18%,5.7%,14%,3%
CC(=O)c1ccc(-n2cc(-c3ccc(C(C)(C)C)cc3)[n+]3c2SCCC3)cc1,i,8%,-7%,0%,-8%,?,2.5%,-48%[inhibitor],-25%
O=C(CCS(=O)(=O)c1ccc(Cl)cc1)Nc1nnc(-c2cccs2)o1,i,4%,0%,?,3%,-8%,28%,?,4%
COc1ccc(Cn2c(CO)cnc2SCC(=O)Nc2cc(C)on2)cc1,i,-2%,-4%,12%,-1%,14%,-0.5%,1%,13%
O=[N+]([O-])c1ccc2c(c1)C(O)n1nc(-c3ccc(Cl)cc3Cl)nc1S2 (configuration not stated),i,13%,2%,6%,1%,?,2.7%,-4%,2%
COc1ccccc1N1C(=O)c2ccccc2NC1c1cc(OC)c(OC)c(OC)c1 (configuration not stated),i,9%,-6%,6%,-2%,-3%,0.0%,0%,7%
COc1cc(NC(=O)Cn2c(=O)n(C(C)C)c(=O)c3oc4ccccc4c32)cc(OC)c1,nt,nt,-1%,-1%,-16%,19%,-0.2%,nt,nt
CCCn1nc([N+](=O)[O-])c(C(C#N)c2nc3ccccc3o2)c(Cl)c1=O (configuration not stated),i,56µM*,?,?,-33%,10%,5.3%,?,38%
Cc1ccccc1C(=O)c1cccn1CC(=O)NCc1ccc(Cl)cc1,i,-2%,14%&11%,-28%,4%&-26%,?,3.0%&4.5%,12%,nt
COc1cccc(-c2nn(-c3ccccc3)cc2CO)c1,i,-2%,-5%,1%,1%,21%,0.1%,28%,42%[activator]
CCc1cc(=O)oc2cc(C)cc(OC(C)C(=O)NCc3ccccn3)c12 (configuration not stated),i,2%,12%,2%,-2%,?,-0.7%,2%,6%
COc1ccc(C(C(=O)NCc2ccccc2)N(C(=O)c2snc(C(N)=O)c2N)c2ccccc2OC)cc1OC (configuration not stated),i,-11%,3%,-16%,5%,-3%,2.3%,-1%,-1%
O=C(Cc1ccc(NC(=O)C2CCN(C(=O)C3CCCC3)CC2)cc1)Nc1ccc(C(=O)N2CCOCC2)cc1,i,14%,-4%,-2%,-1%,5%,-0.3%,2%,9%
O=C(Nc1ccccc1N1CCOCC1)c1ccc2ccccc2c1,i,-29%,3%,14%,-8%,19%,15%,7%,15%
COc1ccc(NC(=O)C2CCCN(c3c4c(nc5ncnn35)CCC4)C2)cc1 (configuration not stated),i,1%,-11%,-24%,-21%,?,0.1%,8%,?
CCN(CC(=O)Nc1cc(Cl)ccc1C)C(=O)CCc1nc2ccccc2c(=O)[nH]1,i,3%,2%,6%,0%,-29%,-0.2%,2%,2%
O=C(COC(=O)c1ccccc1NCCO)Nc1ccc(S(=O)(=O)NC2=NCCCCC2)cc1,i,2%,15%,-2%,10%,-2%,2.6%,-4%,11%
CC[C@]12C(=O)N(C)C[C@H]([C@@H]3C(=O)N(Cc4ccccc4)C(=O)[C@@H]31)N2C(=O)c1ccc(F)cc1,i,-3%,-3%,2%,-42%,11%,0.2%,1%,2%
Cc1ccc(-c2onc(C)c2C)cc1S(=O)(=O)N1c2ccccc2CC1C (configuration not stated),i,nt,-19%,?,-6%,8.2µM*,0.0%,nt,-17%
Nc1ncnc2c1ncn2[C@@H]1O[C@H](CNS(=O)(=O)CCCCl)[C@@H](O)[C@H]1O,i,1%,-7%,-1%,-18%,1%,-0.2%,15%,-11%
COc1ccc(C(=O)O)c(O)c1,i,8%,6%,1%,11%,11%,-0.3%,?,1%

# Results in Nrf2 block and MCF10A rereplic, for some of the entries so far:
Compound | Nrf2 block | MCF10A rereplic
O=C(COC(=O)c1ccccc1NCCO)Nc1ccc(S(=O)(=O)NC2=NCCCCC2)cc1 | -2% | -4%
CC[C@]12C(=O)N(C)C[C@H]([C@@H]3C(=O)N(Cc4ccccc4)C(=O)[C@@H]31)N2C(=O)c1ccc(F)cc1 | 11% | 1%

# Later entries
SMILES,S2 tox,EPAC2 antag,A549 tox,TGFb SMAD3 inh,HepG2 tox,Nrf2 block,Nrf2 ARE act,MCF10A rereplic,ATXN2 expr inh
CC(C)[C@H](NC(=O)[C@H](Cc1ccccc1)n1c(=O)[nH]c2ccccc2c1=O)C(=O)N1CCC[C@H]1C(=O)O,i,1%,3%,7%,-6%,-7%,0.5%,-3%,8%
Cc1ccc(C(=O)Nc2ccc(N3CCOCC3)cc2N2CCOCC2)cc1,i,0%,-5%,-36%,-23%,-12%,0.3%,?,-7%
CC(C)c1ccc(NC(=S)NC2CCCCCC2)cc1,i,-14%,2%,-18%,-32%,?,3.3%,?,3%
COc1ccc(NC(=O)Nc2ccc3c(c2)C(=O)N([C@H](C)CO)C[C@H](C)[C@@H](CN(C)C(=O)NC(C)C)O3)cc1,i,4%,-2%,7%,5%,-14%,-0.4%,15%,6%
CCNC(=O)c1cc2c(=O)n3cccc(C)c3nc2n(Cc2ccc(C)cc2)c1=N,nt,-10%,0%,0%,-8%,nt,-0.8%,?,-34%
Cc1cc(C)n2nc(SC(C)C(=O)N3CCOCC3)nc2n1 (configuration not stated),i,6%,1%,-18%,-1%,3%,-0.6%,18%,7%
Cc1ccccc1-c1nn(-c2ccccc2)cc1C(=O)NCC(c1ccco1)N1CCCC1 (configuration not stated),i,1%,-8%,-1%,-13%,-2%,-0.8%,?,4%
CCCc1cc(=O)[nH]c(SCC(=O)Nc2ccc(OCc3ccccc3)cc2)n1,i,2%,-1%,-10%,-14%,-4%,0.2%,-7%,nt
O=C(c1ccc(Br)s1)N1CCCC1,i,11%,23%,-4%,-12%,-11%,-0.5%,-7%,4%
Cc1cc(=O)n2nc(N3CCCC(C(=O)NCc4ccccc4Br)C3)sc2n1 (configuration not stated),i,-5%,0%,25%,15%,8%,-1.8%,-1%,8%
